p53ts 32C kill: qHTS Screen for Compounds that Selectively Target Cancer Cells with p53 Mutations: Cytotoxicity of p53ts Cells at the Permissive Temperature. H1299-p53A138V at 32C, ATP luminescence viability, 24 h. AID 924, 2007. Potency, µM (series often up to 46.1 µM), inactives show at the top dose activity change, negative = cytotoxicity, usual class: cytotoxic. hit rate 0.93% among 130,000;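 note: 0% = DMSO and -100% = full killing by reference compound; nearly all actives have a fitted effect of over 55% in size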
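Viability by ATPlite luminescence after 24 h compound treatment (up to 46 uM) at the permissive 32C. Cells are H1299 carrying p53 A138V. Scale runs from DMSO basal to 100 uM tamoxifen as full kill; AC50 from Hill fits.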
IkB sig inh: IkB Signaling | ABC-DLBCL IkBa-CBG/CBR dual luciferase ratio, 4 h; response scale: scaled: untreated 0%, proteasome inhibitor 100% | AID 445, 2006 | Potency, µM (series often up to 57.1 µM), for inactives: at the top dose IkBa stabilization activation | hit rate 0.04% among 110,000; active = well fitted curve in the direction sought with a large enough effect in the signal ratio, not every such curve was filed as active; inconclusive = small, poorly fitted or top-dose-only effect, or a change in a side signal; the % refers to the signal ratio;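 note: the direction sought is a rising ratio; 0% = basal untreated cells and 100% = reference inhibitor full response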
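In this assay, an IκBα–CBG68 fusion accumulates when IKK-driven degradation is blocked; native CBR normalizes for cell number. OCI-Ly3 cells were treated 4 h with compound and doxycycline, then green and red light read after Chroma-Glo addition.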
Imprint erasure: qHTS Assay for Compounds that Induce Erasure of Genomic Imprints; mouse ES Peg3-LacZ reporter, beta-gal luminescence, 40 h; Potency, µM (series often up to 60.7 µM), without a hit: at the highest dose activity change, positive = activation, actives largely listed as activators; hit rate 0.02% among 110,000;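 note: 0% = negative control wells on the plate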
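Readout: BetaGlo luminescence (5 min, room temp) for LacZ from the normally silent maternal Peg3 allele in female Peg3LacZ-Neo ES cells. Cells 300/well, 40 h, 37C, 5% CO2. Data normalized per plate to negative controls.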
p53ts 39C tox: qHTS Screen for Compounds that Selectively Target Cancer Cells with p53 Mutations: Cytotoxicity of p53ts Cells at the Nonpermissive Temperature; AID 902, 2007; H1299-p53A138V viability at 39C, ATP luminescence, 24 h; Potency, µM (doses to about 46.1 µM), inactives show at the highest dose activity change, negative = cell killing, usual class: cytotoxic; hit rate 1.5% among 130,000; note: nearly all actives have a fitted effect of over 55% in size
Starred values were filed as active, the others as inactive; ? = inconclusive; nt = no result given; [ ] = remark or other dose. Unless noted, calls come from the whole dose curve; as a rule, active = well fitted curve in the direction sought with a large enough effect; inconclusive = small, poorly fitted or top-dose-only effect, or another doubt; inactive = no such curve, though single readings can be large; an effect the other way counts as inactive or inconclusive. Unless noted, % is set by controls: 0 for no effect and ±100 for the full control effect; potency is the fitted concentration of half-maximal effect.

Field names – A = p53ts 32C kill; B = IkB sig inh; C = Imprint erasure; D = p53ts 39C tox
CCOC(=O)c1ccc(NC(=O)NCc2ccncc2)cc1
  A: 6.9%	B: 1.8%	C: -19.2%	D: -2.5%

COc1ccc(C2N=C(N)Nc3nc4ccccc4n32)cc1 (configuration not stated)
  A: 6.6%	B: -0.5%	C: 19.7%[10.9 µM]	D: -16.6%

COc1ccc(OC)c(S(=O)(=O)N(C)CC(=O)Nc2cc(Cl)ccc2OC)c1
  A: -0.3%	B: -3.4%	C: -16.1%	D: 5.9%

Cn1ccc2cc(S(=O)(=O)N3CCCC(C(=O)NCc4ccc(F)cc4)C3)ccc21 (configuration not stated)
  A: 9.5%	B: ?	C: -8.2%[10.9 µM]	D: 0.0%

COc1cccc(Nc2ncc3nc(CCc4ccccc4)c(=O)n(C)c3n2)c1
  A: -5.0%	B: 0.4%[11.4 µM]	C: 4.1%	D: -17.4%

CCc1ccc(NC(=O)Nc2ccccc2OCc2cc(=O)n3ccccc3n2)cc1
  A: ?	B: ?	C: -9.6%[10.9 µM]	D: 3.16µM*

Cn1c(N2CCC(C(N)=O)CC2)nc2c1c(=O)n(Cc1cccc(Br)c1)c(=O)n2C
  A: 2.8%	B: 2.5%	C: -1.3%	D: 15.2%

CCn1ncc(Cl)c1C(=O)Nc1cc(Cl)ccc1Cl
  A: -4.9%	B: 0.4%	C: -17.0%	D: -7.4%

COc1ccc(CCNC(=O)Cn2c(=O)nc(-c3ccccc3F)c3cc(Cl)ccc32)cc1OC
  A: -0.7%	B: ?	C: -9.8%[10.9 µM]	D: -13.0%

CCN(CCO)C[C@H]1CCC[C@H]2CCCC[C@@H]21
  A: 1.7%[9.22 µM]	B: 1.6%[11.4 µM]	C: -14.2%[10.9 µM]	D: 13.3%[9.22 µM]

Cc1ccc(S(=O)Cc2nc(-c3ccc(C(=O)NCc4cccc(C)c4)cc3)oc2C)cc1 (configuration not stated)
  A: -5.2%	B: -0.8%	C: 8.6%[10.9 µM]	D: -2.4%

CCCCn1nnc(NC(=O)c2sc3cc(Cl)ccc3c2Cl)n1
  A: -0.3%	B: -2.4%	C: -15.7%	D: -8.7%

CC(C)(C)C1CCc2nc(NC(=O)c3ccc([N+](=O)[O-])cc3)sc2C1 (configuration not stated)
  A: -4.9%	B: ?	C: 18.2%[10.9 µM]	D: 11.4%

COc1ccc(N2CCN(c3ncnc4c3nnn4C)CC2)cc1
  A: 8.7%	B: -0.4%	C: 5.0%[10.9 µM]	D: 10.2%

COc1cccc(-c2nnc(SCC(=O)N3CCCCC3)o2)c1
  A: -0.5%	B: 2.0%	C: -24.4%[10.9 µM]	D: -10.7%

2 entries from above, field by field.
CCOC(=O)c1ccc(NC(=O)NCc2ccncc2)cc1
  p53ts 32C kill = 6.9%
  IkB sig inh = 1.8%
  Imprint erasure = -19.2%
  p53ts 39C tox = -2.5%

COc1ccc(C2N=C(N)Nc3nc4ccccc4n32)cc1 (configuration not stated)
  p53ts 32C kill = 6.6%
  IkB sig inh = -0.5%
  Imprint erasure = 19.7%[10.9 µM]
  p53ts 39C tox = -16.6%

Full records from above. Values in the order: p53ts 32C kill, IkB sig inh, Imprint erasure, p53ts 39C tox
`CC(C)(C)C1CCc2nc(NC(=O)c3ccc([N+](=O)[O-])cc3)sc2C1` (configuration not stated) in the list: -4.9%, ?, 18.2%[10.9 µM], 11.4%
`CCCCn1nnc(NC(=O)c2sc3cc(Cl)ccc3c2Cl)n1` in the list: -0.3%, -2.4%, -15.7%, -8.7%
`COc1cccc(Nc2ncc3nc(CCc4ccccc4)c(=O)n(C)c3n2)c1` in the list: -5.0%, 0.4%[11.4 µM], 4.1%, -17.4%

(next part)
Field names – A = p53ts 32C kill; B = IkB sig inh; C = Imprint erasure; D = p53ts 39C tox
Cc1cccc(NC(=O)Cn2cc(C(=O)c3ccco3)c3ccccc32)c1
  A: 19.7%	B: ?	C: -9.6%[10.9 µM]	D: 35.1%[activator]

O=C(NCCC1=CCCCC1)C1CCCN(S(=O)(=O)c2cccc3cccnc23)C1 (configuration not stated)
  A: -4.3%	B: 0.7%	C: -17.4%	D: -8.8%

CCOC(=O)C(Cc1ccccc1)NC(=O)Cn1nnc(-c2ccccc2)n1 (configuration not stated)
  A: ?	B: 1.6%	C: -7.5%	D: 4.1%

CCCCOCCCNC1=NCCCCC1
  A: 27.1%	B: -0.1%	C: -8.6%	D: -10.1%

COc1ccc(N=c2oc3cc(O)ccc3cc2C(=O)NCC2CCCO2)cc1 (configuration not stated)
  A: 4.0%	B: ?	C: nt	D: 9.7%

O=C(CSc1nc2ccccc2c2nc3ccccc3n12)NCc1ccco1
  A: -1.1%	B: 5.8%	C: 4.4%	D: -4.5%

O=S(=O)(NCc1ccc(Cl)cc1)c1ccc(-c2cnc(C3CC3)o2)cc1
  A: -1.9%	B: 3.2%	C: -13.0%[10.9 µM]	D: -20.1%

CCOC(=O)c1c(NC(=O)c2cccs2)sc(C(=O)N2CCOCC2)c1C
  A: -2.1%	B: -1.8%	C: nt	D: 15.4%

c1ccc(Cn2ccnc2SCc2nnc(-c3ccccc3)o2)cc1
  A: -8.3%	B: 2.3%	C: -11.8%	D: -0.2%

O=C(CSc1nnnn1Cc1ccccc1)NCC(=O)c1ccccc1
  A: 5.7%	B: 0.7%	C: -3.5%	D: 8.1%

CCOc1ccc(Cn2c(=O)oc3ccccc32)cc1
  A: 8.4%	B: 0.2%	C: -9.6%[10.9 µM]	D: -7.7%

NCCN=C1NS(=O)(=O)c2ccccc21
  A: 4.7%	B: nt	C: nt	D: 32.7%

c1nc(NC2CC2)c2cc(-c3ccoc3)ccc2n1
  A: 11.5%	B: -3.8%[11.4 µM]	C: -10.1%	D: 6.1%

NC(=O)CS(=O)(=O)c1nc2ccccc2n1CC(=O)N1CCCCC1
  A: 0.8%	B: -5.6%	C: -22.0%	D: -4.9%

O=C(Oc1ccc(-n2cnnn2)cc1)c1ccco1
  A: 12.0%	B: -1.4%	C: nt	D: -14.7%

COc1cccc(OCc2nc3ccccc3n2CCOc2cccc(C)c2)c1
  A: 0.0%	B: ?	C: -9.4%[10.9 µM]	D: ?

COC(=O)c1ccccc1NC(=O)C1CCCN(S(C)(=O)=O)C1 (configuration not stated)
  A: 1.4%	B: -4.4%	C: -9.5%	D: 3.4%

CCCNC(=O)OC[C@@H]1O[C@H](CCON=C(C)C)C=C[C@@H]1Oc1ccc(OC)cc1
  A: 12.1%[9.22 µM]	B: nt	C: nt	D: 8.2%[9.22 µM]

Cc1cc(-n2nc(C)cc2C)nc(NS(=O)(=O)c2ccccc2)n1
  A: 12.0%	B: -0.3%	C: -8.8%	D: 1.6%

COC(=O)c1ccc(NC(=O)N2CCN(Cc3cc(=O)n4nc(-c5ccc(C)cc5)sc4n3)CC2)cc1
  A: -1.1%	B: 0.5%	C: -7.5%[10.9 µM]	D: -7.8%

COC(=O)c1ccc2c(=O)n(CCO)c(=S)[nH]c2c1
  A: 6.3%	B: 1.1%	C: 2.6%	D: 10.3%

COc1cccc(NC(=O)/C=C\c2ccc(Cl)cc2)c1
  A: -20.8%	B: ?	C: -89.1%[inhibitor]	D: ?

CCCOc1ccc(C(=O)N(Cc2ccccc2Cl)C2CCS(=O)(=O)C2)cc1 (configuration not stated)
  A: 8.0%	B: 4.2%	C: -5.2%[10.9 µM]	D: ?

CCc1ccc(C(=O)CSc2nc(-c3ccccc3)nc3c2CCCC3)cc1
  A: 8.3%	B: ?	C: -15.4%[10.9 µM]	D: 8.3%

Cc1[nH]c2ccccc2c1Cc1nnc(SCCC#N)o1
  A: -6.2%	B: nt	C: nt	D: 7.3%

COc1ccc(S(=O)(=O)NCCCCCC(=O)NCCCN2CCOCC2)cc1
  A: 3.4%	B: -0.9%	C: -8.4%	D: 4.8%

Cc1ccc(-n2c(SCC(=O)NCc3ccccc3)nc3c([nH]c4ccccc43)c2=O)cc1
  A: 3.5%	B: -0.5%	C: -8.3%[10.9 µM]	D: 3.4%

COCCCN1CCc2nc(SCC(=O)Nc3ccc(C)c(Cl)c3)[nH]c(=O)c2C1
  A: -0.2%	B: 0.6%	C: -4.2%[10.9 µM]	D: -3.5%

COC(=O)C(CC(=O)c1ccc(Cl)cc1)c1ccc(C)cc1 (configuration not stated)
  A: 4.0%	B: nt	C: nt	D: 13.3%

CCC(=O)Nc1nnc(CSCc2ccccc2)s1
  A: 5.2%	B: 2.1%	C: -9.4%	D: 1.4%

Cc1ccc(-n2ncc(C(=O)N3CCN(C(=O)c4ccco4)CC3)c2C2CCN(C(=O)OC(C)(C)C)CC2)cc1
  A: -4.1%	B: ?	C: 8.4%[10.9 µM]	D: -8.9%
